Screening results: PubChem, several laboratories
Dengue-2 NS5 capping – Dengue-2 NS5 methyltransferase inhibitors, primary screen, biochemical, confirmation dose response (AID 588689). Dengue-2 NS5 methyltransferase capping enzyme assay, biochemical; higher % means a stronger effect. one-dose inhibition, % at 25 µM; IC50 in µM for titrated hits. 0.3% of 340,000 active; in the data active = a potency from the dose series; inconclusive = inhibition above about 29% without an active follow-up result
Large T inhibition – TAg ATPase/helicase activity blockers – biochemical (AID 1903); SV40 large T antigen ATPase/helicase inhibition assay; higher % means a stronger effect; inhibition, % at 20 µM; hits with a dose series show IC50 in µM; 0.39% of 310,000 active; in the data active = a potency from the dose series; inconclusive = inhibition mostly from about 32% at the one dose, without a potency; inactive = the rest, 99 in 100 with inhibition below about 32%; note: strong numbers were not always called active
Siah-1 displacement – blockers of Siah-1 interaction with plectin peptide – biochemical, fluorescence polarization, rhodamine-plectin, uHTS, primary screen (AID 1817); 0.02% of 290,000 active; displacement, % at 20 µM; hits with a dose series show IC50 in µM; Siah-1 / rhodamine-plectin peptide fluorescence polarization; higher % means a stronger effect;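 active = displacement of at least 50% at 20 µM, with a fluorescence ratio check between 0.3 and a set limit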;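 note: plate controls were Siah plus tracer with DMSO for no effect and tracer alone without Siah for full effect; strong numbers were not always called active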
LYP phosphatase – PTPN22 lymphoid phosphatase activity blockers – biochemical, fluorescence intensity, uHTS (AID 1779). recombinant LYP phosphatase, fluorescence intensity; higher % means a stronger effect. inhibition, % at 11.5 µM; hits with a dose series show IC50 in µM. 0.054% of 290,000 active; in the data active = inhibition above about 50%;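 note: plate controls were vehicle with enzyme for no effect and no enzyme for full effect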
HIV peptide binding – inhibitors of HIV fusion peptide binding, primary screen, biochemical, uHTS, fluorescence dequenching (AID 1986); 0.3% of 290,000 active; cell-free peptide binding, fluorescence dequenching, 30 min; higher % means a stronger effect; one-dose inhibition, % at 20 µM; IC50 in µM for titrated hits; in the data active = inhibition mostly above about 52%, no sharp cut-off; inactive = mostly below about 76%; note: some results filed as inactive read as strong as hits
RSV antiviral HEp-2 – inhibition of RSV-induced cytopathic effect – HEp-2 cells, primary 10 µM value included (AID 2391). HEp-2 cells, RSV-induced CPE inhibition; higher % means a stronger effect. 0.13% of 310,000 active. CPE inhibition, % at 10 µM; hits with a dose series show IC50 in µM; in the data active = a potency from the dose series; inconclusive = CPE inhibition mostly from about 23% at the one dose, without a potency; inactive = the rest, 99 in 100 with CPE inhibition below about 21%; note: strong numbers were not always called active
AID2073 – inhibitors of Mint1-CaV2.2 protein interaction, biochemical, HTRF (AID 2073); HTRF protein-protein interaction, Mint1-CaV2.2; higher % means a stronger effect; inhibition, % at 20 µM; hits with a dose series show IC50 in µM; 0.19% of 290,000 active; in the data active = inhibition mostly above about 51%, no sharp cut-off; inconclusive = no clear call, values can overlap the other calls; inactive = mostly below about 53%; note: some results filed as inactive read as strong as hits
XIAP displacement – small molecules displacing peptide from XIAP – biochemical, IAP family, fluorescence polarization (AID 1018); XIAP BIR domain, fluorescence polarization peptide displacement; higher % means a stronger effect; displacement, % at 20 µM; hits with a dose series show IC50 in µM; 0.007% of 200,000 active; in the data active = displacement above about 50%; note: a part of the inactive calls stands beside numbers as strong as those of hits
MgcRacGAP inhibition – MgcRacGAP GTPase-activating activity inhibitors, confirmation, biochemical, ADP Hunter fluorescence; 0.6% of 340,000 active; MgcRacGAP-stimulated Rac1 GTP hydrolysis, ADP Hunter fluorescence; higher % means a stronger effect; GST-tagged Rac1 F28L mutant substrate; inhibition, % at 30 µM, or IC50 in µM where a hit was titrated;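 active = first-screen hits whose inhibition reached a set limit at any dose in the follow-up dose series; inconclusive = inhibition above the set first-screen limit but never retested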;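 note: fluorescence reports GDP produced by GAP-driven GTP hydrolysis; strong numbers were not always called active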
Dengue-2 NS5 capping pilot replicate – further read-out of Dengue-2 NS5 capping, marked with its call; inhibition, %; measured here: pilot screen replicate inhibition
The depositor's hits bear a star; u = inconclusive; x = not tested or not shown.

SMILES | Dengue-2 NS5 capping | Large T inhibition | Siah-1 displacement | LYP phosphatase | HIV peptide binding | RSV antiviral HEp-2 | AID2073 | XIAP displacement | MgcRacGAP inhibition | others
COCCN(Cc1cc2cccc(C)c2n2nnnc12)C(=O)C(F)(F)F | -7% | 4% | -3% | -2% | -1.2% | 1.9% | -1% | -2.4% | 11%
COc1ccc(C(=O)CSc2nc3ccccc3n2CC(=O)NC(C)(C)C)cc1 | -11% | 1% | -3% | -7% | 0.3% | 2.6% | -11% | -6.6% | 13%
Cc1[nH]n2c(=O)c3c(nc2c1-c1ccc(Cl)cc1)CCC3 | 12% | 0% | -2% | 4% | 1.9% | -0.4% | 3% | -4.5% | 16%
Cc1cc(Nc2ncc(Cl)cc2Cl)n[nH]1 | -10% | 1% | 2% | -7% | -0.9% | 4.2% | -3% | -4.8% | 7%
COCCNC(=S)Nc1ccc([N+](=O)[O-])cc1C | -8% | 10% | -5% | 6% | -0.7% | 1.6% | -15% | -7.4% | 10%
Cc1noc(C)c1C(=O)OCC(=O)Nc1ccccc1C(=O)NC(C)c1ccccc1 (configuration not stated) | -3% | 10% | 41% | -5% | -0.5% | 2.0% | 4% | -2.3% | 7%
COc1ccc(Cc2noc(CN3CCN(c4ccc(Cl)cn4)CC3)n2)cc1OC | 0% | -1% | 0% | -3% | -0.7% | 0.1% | -1% | -6.8% | 5%
c1ccc(Cn2nnnc2CN2CCN(c3ncccn3)CC2)cc1 | -4% | 1% | -4% | -9% | -0.7% | 0.9% | -6% | -5.4% | 7%
CCCc1cc2c(cc1NC(=O)c1ccccc1F)OCO2 | 9% | -1% | -1% | -5% | 0.5% | 3.0% | -9% | -3.8% | 4%
C=CCN1CCN(C(c2ccc(Cl)cc2)c2nnnn2CCc2ccc(OC)c(OC)c2)CC1 (configuration not stated) | -5% | 2% | 6% | -6% | 1.1% | 1.1% | 3% | -5.0% | 6%
O=C1CN(C(=O)c2ccc(Br)o2)C(c2ccccc2)c2cc(F)ccc2N1 (configuration not stated) | -1% | 13% | 6% | -5% | -1.8% | 3.5% | -1% | -4.8% | 8%
COc1ccc([C@H]2C=C3CN(C(=O)OC(C)(C)C)S(=O)(=O)[C@H]3C[C@H]2OC(=O)c2cccs2)cc1 | x | 7% | -3% | -1% | 0.7% | 1.0% | 6% | x | x
CCOC(=O)N1CCN(C(=O)c2ccc3nc(-c4ccccc4)c(-c4ccccc4)nc3c2)CC1 | -5% | 8% | -9% | -5% | -0.8% | 10% | -2% | x | 11%
COc1cccc(C(=O)NNc2nc(C)cc(C)n2)c1 | -3% | 17% | -4% | -1% | 1.0% | 1.4% | -4% | -2.6% | 7%
COc1cccc(N2CCN(c3c(C#N)c(C(F)(F)F)nn3C)CC2)c1 | -1% | -8% | 4% | -1% | -0.9% | 7.1% | -12% | -19% | 7%
Oc1ccccc1Oc1ncc(Br)c(N2CCOCC2)n1 | -3% | 3% | 4% | -3% | 1.2% | 1.2% | 2% | -0.9% | 12%
O=C(O)CCN=CC1=C(O)CC(c2ccccc2)CC1=O (configuration not stated) | -6% | 2% | 1% | -5% | -1.1% | 2.5% | 0% | x | 1%
Cc1ccc(CNC(=O)c2nnc(CS(=O)(=O)c3ccccc3)o2)cc1 | -3% | 5% | -1% | -8% | -0.7% | 1.2% | 10% | x | 5%
CCOC(=O)c1ccc(NC(=O)C(C)Sc2nc(O)c(-c3ccccc3)c(=O)[nH]2)cc1 (configuration not stated) | x | 8% | 1% | 7% | 4.9% | 0.0% | 1% | -6.9% | 3%
O=C(CCS(=O)(=O)c1cccc2nsnc12)N1CCN(C(=O)c2ccco2)CC1 | 4% | 2% | -3% | 5% | -0.4% | 1.7% | -4% | -1.5% | -8%
O=C(COC(=O)c1ccc2c(c1)OCO2)NCc1ccc2c(c1)OCO2 | -5% | 7% | 3% | -7% | 2.9% | 3.1% | 16% | -5.3% | 1% | Dengue-2 NS5 capping pilot replicate=-6.7
Cc1nc(SCC(=O)N2CCCCCC2)[nH]c(=O)c1C | -1% | 9% | x | x | x | -2.8% | x | x | 12%
CCOC(=O)c1nnc(-c2ccccc2)o1 | -6% | 4% | -1% | -2% | -2.4% | 0.8% | -7% | -2.0% | 5%
COc1cccc(-c2nc(CS(=O)CC(=O)NC3CCCCC3)c(C)o2)c1 (configuration not stated) | 0% | 10% | -6% | -5% | 0.8% | 0.1% | 0% | x | -7%
COc1ccc(/C=C2\N=C(C)N(c3ccc(C(=O)O)cc3)C2=O)cc1OC | -14% | 4% | 1% | 4% | 11% | 2.9% | 6% | -7.7% | -1%

Three structures from above, ordered by formula weight, falling.
SMILES | Dengue-2 NS5 capping | Large T inhibition | Siah-1 displacement | LYP phosphatase | HIV peptide binding | RSV antiviral HEp-2 | AID2073 | XIAP displacement | MgcRacGAP inhibition | others
COc1ccc(/C=C2\N=C(C)N(c3ccc(C(=O)O)cc3)C2=O)cc1OC | -14% | 4% | 1% | 4% | 11% | 2.9% | 6% | -7.7% | -1%
Oc1ccccc1Oc1ncc(Br)c(N2CCOCC2)n1 | -3% | 3% | 4% | -3% | 1.2% | 1.2% | 2% | -0.9% | 12%
c1ccc(Cn2nnnc2CN2CCN(c3ncccn3)CC2)cc1 | -4% | 1% | -4% | -9% | -0.7% | 0.9% | -6% | -5.4% | 7%

(listing goes on)
SMILES | Dengue-2 NS5 capping | Large T inhibition | Siah-1 displacement | LYP phosphatase | HIV peptide binding | RSV antiviral HEp-2 | AID2073 | XIAP displacement | MgcRacGAP inhibition | others
COc1ccc2cc(/C=C/C(=O)c3ccco3)c(Cl)nc2c1 | x | 6% | 0% | 6% | 13% | 4.4% | 21% | -6.1% | x
Cc1nn(-c2ccccc2)c(C)c1/C=C/C(=O)OCC(=O)NC1CCS(=O)(=O)C1 (configuration not stated) | -1% | 6% | 8% | -1% | -2.5% | 2.3% | 21% | -3.1% | -2%
O=C1CN(C(=O)CSc2nnc(-c3ccccc3)n2Cc2ccc3c(c2)OCO3)c2ccccc2N1 | -6% | -19% | -3% | -6% | -0.3% | -0.2% | 3% | -5.5% | 3%
COc1ccc(CCNC(=S)Nc2cccc(C)c2C)cc1 | 5% | 4% | -1% | 3% | 0.7% | 8.2% | 7% | 2.7% | -5%
Cc1nnc(C)c2c(C)n(N)c(C)c12 | x | 6% | -2% | -3% | 1.3% | 2.5% | 1% | x | x
CCOc1ccc(NC(=O)c2ccccc2NC(=O)c2cccnc2)cc1 | -17% | 2% | 5% | -7% | 1.5% | 2.3% | 4% | x | 4%
CCCN(CC(=O)Nc1ccccc1C)C(=O)CCNC(=O)c1ccccc1Cl | -1% | 12% | x | x | x | -0.9% | x | x | -3%
Cc1ccc(OCCn2cnc(Cl)c2Cl)cc1 | -6% | 20% | 10% | -8% | 13% | 2.1% | -5% | 14% | -1%
COC(=O)c1ccc(C23CC4(C2)[C@H](CN(CC2CCCCC2)[C@@H]4c2ccccc2)C3c2ccccc2)cc1 (some centres not stated) | -15% | 6% | 12% | -4% | 4.5% | -0.7% | -10% | x | 5%
CCOc1ccc(CCNC(=O)COC(=O)c2cc([N+](=O)[O-])ccc2N2CCOCC2)cc1OCC | -2% | -2% | -2% | -3% | -1.0% | 1.9% | -7% | x | 6%
Cc1ccc2c(CC(=O)O)coc2c1C | -4% | 5% | 2% | -19% | -2.5% | 0.4% | -4% | -4.1% | -7%
Cc1ccc(-c2nn(-c3ccccc3)c3[nH]c(=O)c(CNCCN(C)C)cc23)cc1 | x | x | -3% | 4% | 7.9% | x | 2% | -6.0% | x
CCOC(=O)c1sc(NC(=S)NC(=O)c2ccccc2)nc1C | -11% | 4% | -4% | 12% | 2.3% | 7.2% | 28% | -18% | 6%
CN=C(C)/C(C(=O)OC)=C(/O)c1ccccc1F | 3% | 6% | 17% | -7% | -1.3% | x | -1% | x | 14%
CCOCCn1c(CC)nc2ccccc21 | 1% | 9% | -3% | -6% | -0.9% | -0.1% | 22% | -2.0% | 0%
O=C1NC(Nc2ccccn2)(C(F)(F)F)C(=O)N1c1ccc(F)cc1 (configuration not stated) | -1% | 1% | 0% | 1% | 2.3% | -0.3% | 10% | -3.7% | 1%
O=C(Nc1cc(Cl)cc(Cl)c1)C1CCCC1 | -5% | 9% | 3% | -6% | -0.2% | 12% | 9% | x | 7%
Cc1ccc(Nc2nnns2)cc1 | -1% | 23% | -2% | -7% | -2.6% | 1.6% | -1% | -5.8% | 16%
CC(C)[C@H](NC(=O)N1CCn2c1nc1ccccc12)C(=O)NCCc1ccccc1 | -6% | 10% | -6% | -11% | -1.4% | 4.3% | -2% | x | -35%
Cc1noc(C)c1C(=O)OCC(=O)NCCC1=CCCCC1 | -4% | 4% | 4% | -2% | 1.2% | 2.8% | -1% | -2.3% | 2%
CC(/C=C/c1ccccc1)=N/NC(=O)CNC(=O)c1ccc2c(c1)OCO2 | 4% | 7% | 4% | -2% | 0.7% | 1.5% | 6% | -1.0% | 10%
CC(=O)Cc1nsc(Nc2cccc(C)c2)n1 | -4% | 4% | -2% | -4% | -0.7% | 2.2% | 6% | -8.3% | 6%
COc1ccc(C)cc1NC(=O)Nc1cccc(C)c1 | -3% | 4% | -4% | -1% | -0.8% | 17% | 10% | -4.7% | 10%
CC(C)(C)NC(=O)C(=O)NNC(=O)COc1ccccc1 | 6% | 10% | 3% | 1% | 9.8% | 1.3% | -1% | -0.3% | 5%
CC(C)N1CC(C(=O)Nc2cccc([N+](=O)[O-])c2)CC1=O (configuration not stated) | -5% | 13% | -1% | -12% | -1.4% | 1.4% | 11% | x | 8%
CC(=O)N1CCc2cc(S(=O)(=O)CCC(=O)NCc3cccs3)ccc21 | -3% | -4% | -1% | -6% | -2.9% | 1.1% | -9% | 0.0% | 7%
CCCCNC(=O)c1cc2c(=O)n3cccc(C)c3nc2n(Cc2ccccc2)c1=N | u | 0% | -1% | -47% | 18% | 11% | 19% | -0.6% | 5%
CC(=O)Nc1ccc(NC(=O)CSC2=NCCS2)cc1 | -3% | 0% | -1% | -7% | 2.3% | x | -5% | -6.2% | 13%
CCCCC(=O)Nc1nn(CCC)c2nc3ccccc3cc12 | 0% | 17% | -5% | 1% | -2.0% | 6.1% | 10% | 4.2% | 7%

Fetched by compound from the list above (four):
SMILES | Dengue-2 NS5 capping | Large T inhibition | Siah-1 displacement | LYP phosphatase | HIV peptide binding | RSV antiviral HEp-2 | AID2073 | XIAP displacement | MgcRacGAP inhibition | others
O=C1CN(C(=O)CSc2nnc(-c3ccccc3)n2Cc2ccc3c(c2)OCO3)c2ccccc2N1 | -6% | -19% | -3% | -6% | -0.3% | -0.2% | 3% | -5.5% | 3%
CC(C)N1CC(C(=O)Nc2cccc([N+](=O)[O-])c2)CC1=O (configuration not stated) | -5% | 13% | -1% | -12% | -1.4% | 1.4% | 11% | x | 8%
CCOCCn1c(CC)nc2ccccc21 | 1% | 9% | -3% | -6% | -0.9% | -0.1% | 22% | -2.0% | 0%
COc1ccc(C)cc1NC(=O)Nc1cccc(C)c1 | -3% | 4% | -4% | -1% | -0.8% | 17% | 10% | -4.7% | 10%
